PMI inhibitors = inhibitors of human PMI, primary screen, biochemical, fluorescence intensity, coupled assay (AID 1209). one-dose inhibition, % at 20 µM; IC50 in µM for titrated hits. purified PMI enzyme, coupled fluorescence intensity; higher % means a stronger effect. actives 0.42% (n = 190,000);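 further: plate controls were DMSO vehicle for no effect and wells lacking substrate for full effect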
P. falciparum M1AAP = malaria alanyl aminopeptidase activity blockers – biochemical, fluorogenic H-Leu-NHMec substrate, 1536-well (AID 1445). recombinant M1AAP, H-Leu-NHMec fluorogenic kinetic assay; higher % means a stronger effect. inhibition, % at 30 µM; hits with a dose series show IC50 in µM. actives 0.42% (n = 220,000);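 active means primary inhibition above the hit cutoff, then over 50% inhibition at one or more dose response concentrations, cut at about 23% in these data, passing the limit was not always enough; inconclusive means conflicting primary data, or primary hits not chosen for dose response; inactive means low primary inhibition, or under 50% at every dose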;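 further: plate controls were DMSO full reaction for no effect and no enzyme background for full effect; strong numbers were not always called active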
TNAP activation fold = human TNAP enzyme activators, primary screen, biochemical, luminescent, no phosphate acceptor, uHTS (AID 1001) | purified TNAP, luminescent activation assay, no phosphate acceptor; higher activation fold means a stronger effect | one-dose activation fold at 20 µM; EC50 in µM for titrated hits | actives 0.03% (n = 200,000); in the data active means activation fold from about 3, or a potency from the dose series; inactive means the rest, 99 in 100 with activation fold below about 1.6; further: many of its hits are not listed in these tables
West Nile virus CPE = West Nile virus antiviral activity, cell-based, CPE readout (AID 1621); one-dose CPE inhibition, % at 10 µM; IC50 in µM for titrated hits; actives 0.02% (n = 290,000); West Nile virus-infected cells, CPE inhibition; higher % means a stronger effect; in the data active means a potency from the dose series; inconclusive means CPE inhibition mostly from about 3.7% at the one dose, without a potency; inactive means the rest, 99 in 100 with CPE inhibition below about 2.2%; further: strong numbers were not always called active
T cell modulator = T cell immune modulators affecting CD8 T cell-vesicle binding; AID 2052; actives 0.068% (n = 330,000); 2C CD8+ T cell-vesicle binding, flow cytometry; active compounds read low; calls only at 7 µM;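 active means response, share of CD8 T cells binding vesicles, and their 90th percentile fluorescence all below set limits, cut at about 80% in these data, passing the limit was not always enough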
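Material: murine 2C transgenic CD8+ T lymphocytes / Also added: QL9-peptide-loaded Drosophila micro-vesicles bearing Ld, ICAM-1 and B7-1 / Schedule: binding step 1.5 h, 37 °C, antibody labelling 20 min, ice / Signal: flow cytometry, PE anti-B7-1 (FL2) versus Alexa647 anti-CD8 (FL8), PFA-fixed / Evaluation: percent CD8+ FL2 mean versus row control / Benchmarks: naked versus QL9-loaded vesicles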
PMI inhibition = human PMI inhibitors, high substrate, primary screen, biochemical, fluorescence intensity, high mannose 6-phosphate (AID 1220) | recombinant PMI enzyme, coupled fluorescence intensity; higher % means a stronger effect | inhibition, % at 20 µM, or IC50 in µM where a hit was titrated | actives 0.66% (n = 190,000)
P. falciparum M17LAP = P. falciparum M17LAP inhibitors, primary screen, biochemical, fluorogenic H-Leu-NHMec substrate, 1536-well (AID 1619). recombinant M17LAP, H-Leu-NHMec fluorogenic kinetic assay; higher % means a stronger effect. inhibition, % at 30 µM, or IC50 in µM where a hit was titrated. actives 0.38% (n = 220,000);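 active means compound inhibiting the enzyme by more than half at any dose during confirmatory dose-response retesting; inconclusive means strong single-dose inhibitors picked by rank but not retested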;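 further: plate controls were full reaction with DMSO carrier for no effect and no enzyme background for full effect; strong numbers were not always called active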
RSV antiviral HEp-2 = RSV antiviral activity via CPE protection, HEp-2 cells, primary 10 µM value included (AID 2391). one-dose CPE inhibition, % at 10 µM; IC50 in µM for titrated hits. HEp-2 cells, RSV-induced CPE inhibition; higher % means a stronger effect. actives 0.13% (n = 310,000); in the data active means a potency from the dose series; inconclusive means CPE inhibition mostly from about 23% at the one dose, without a potency; inactive means the rest, 99 in 100 with CPE inhibition below about 21%; further: strong numbers were not always called active
UTI89 phage lysis = inhibition of K1F phage lysis, E. coli UTI89, bacterial capsule biogenesis inhibitors, alamar blue (AID 488966); inhibition, % at 100 µM, or IC50 in µM where a hit was titrated; E. coli UTI89 K1F phage lysis, alamar blue, 2 h; higher % means a stronger effect; actives 0.02% (n = 340,000);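 active means phage lysis inhibition, versus mean bacterial control, above a set limit; inconclusive means no clear call, values can overlap the other calls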;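 further: capsule biogenesis inhibitors block K1F phage lysis so surviving cells raise fluorescence; higher fluorescence means more inhibition of phage lysis; actives were called in the ten point dose series up to 300 µM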
T cell modulator vesicle-bound % = second read-out of T cell modulator, no call of its own (marks repeat the call); double positive events, %; measured here: CD8+ vesicle-bound cell fraction;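 binding gate set so that unloaded-vesicle control wells show 10% double positive cells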
Numbers without * were called inactive; i = inactive; ? = inconclusive; / = no result given; [ ] = another dose, or the depositor's remark. Unless noted, no stated cut-off is given here; in the data, active means inhibition above about 50%; inactive means the rest.

SMILES	PMI inhibitors	P. falciparum M1AAP	TNAP activation fold	West Nile virus CPE	T cell modulator	T cell modulator vesicle-bound %	PMI inhibition	P. falciparum M17LAP	RSV antiviral HEp-2	UTI89 phage lysis
N#CCCN(CCC#N)C(=O)c1ccc2c(c1)OCO2	2%	9%	1	0.4%	i	37	-1%	5%	1.3%	0.1%
O=C(Cc1cccc(C(F)(F)F)c1)NCc1ccc(Cl)cc1Cl	10%	5%	1	-1.1%	i	45	3%	5%	2.1%	0.2%
O=C1c2ccccc2C(=O)N1CSc1nnc2c3ccccc3n(CCc3ccccc3)c2n1	12%	3%	1	-0.4%	i	30	14%	10%	5.6%	0.7%
CCCCNC(=O)CC1N=C2c3ccccc3N=C(SCC(=O)Nc3cccc(OC)c3)N2C1=O (stereo not drawn)	-3%	8%	1	-0.9%	i	62	7%	34%	0.8%	3.2%
CCC(CC)C(=O)OCC(=O)NC12CC3CC(CC(C3)C1)C2	-3%	3%	1.2	0.7%	i	36	-6%	-7%	0.9%	5.8%
Nc1ccc(Oc2ncccn2)cc1	/	/	/	0.5%	i	44	/	/	1.6%	0.6%
COc1ccc(Cl)cc1NC(=O)C[n+]1ccccc1	/	/	/	1.5%	i	6	/	/	1.9%	0.1%
COc1ccccc1CNC(=S)NC1CCCCC1	-1%	0%	1.1	-1.1%	i	39	3%	18%	1.4%	0.4%
COc1ccc2cc(/C(C)=N/NC(=O)c3cc(-c4cccnc4)nc4ccccc34)ccc2c1	-18%	1%	1	-0.8%	i	62	-16%	-22%	1.8%	0.2%
Cc1ccc(S(=O)(=O)N2CCOCC2)cc1N/N=C(\C#N)c1nc2ccccc2[nH]1	14%	-1%	1	0.2%	i	37	16%	2%	?	0.3%
Cc1sc(NC(=O)CN(C)C2CCCCC2)nc1-c1ccc2c(c1)CCN2S(=O)(=O)c1ccccc1	3%	5%	1	/	i	50	5%	4%	0.8%	/
CS(=O)(=O)N(CC(O)Cn1c2ccccc2c2ccccc21)c1ccccc1 (stereo not drawn)	9%	-2%	1.1	-0.1%	i	23	8%	-14%	1.2%	-0.4%
Cc1cccc2c1N(CCOc1ccccc1Cl)C(=O)C2=O	24%	-2%	1	-1.3%	i	30	17%	-4%	3.3%	-1.1%[50 µM]
Cc1ccccc1-n1nc2c(c1NC(=O)CC(C)C)CS(=O)C2 (stereo not drawn)	/	/	/	-0.2%	i	24	/	/	1.2%	0.4%
O=C(O)CN1C(=O)COc2ccc(S(=O)(=O)N3CCCCCC3)cc21	/	/	/	0.2%	i	16	/	/	1.9%	0.3%
CCOC(=O)c1c(C)[nH]c(C(=O)COC(=O)c2ccc(O)cc2)c1C	/	2%	/	0.7%	i	52	/	-4%	14%	0.0%
Cc1cc(C)n(C(=O)c2ccc(C)c(S(=O)(=O)N3CCOCC3)c2)n1	-1%	4%	1.1	0.3%	i	54	4%	0%	2.9%	0.0%
CCCC(=O)Nc1ccc(C(=O)NNC(=O)c2cccs2)cc1	1%	-8%	1.1	0.5%	i	20	-6%	-6%	0.1%	0.7%
O=c1oc2ccccc2c(NCc2cccc(F)c2)c1[N+](=O)[O-]	8%	19%	1.1	-0.8%	i	21	8%	19%	-0.3%	0.6%
Cc1noc(C)c1S(=O)(=O)N(CC(=O)Nc1ccc2c(c1)OCCO2)c1ccc(C(C)C)cc1	12%	-3%	1.2	1.4%	i	42	13%	7%	0.2%	-2.8%
CCN(CCn1cccn1)C(=O)CCc1nnc(-c2ccc3c(c2)OCO3)o1	1%	7%	1.1	0.0%	i	60	6%	-6%	1.4%	0.2%
CN(Cc1nc2ccc(Cl)cc2[nH]1)Cc1nc(-c2cnccn2)no1	15%	11%	1.1	-0.4%	i	53	34%	3%	2.4%	0.0%
O=C(CCSc1nccn1Cc1ccccc1)N1CCOCC1	7%	-2%	1	-0.3%	i	10	3%	-6%	-0.3%	0.0%
Cc1ccc(C)c(-c2nnc(NC(=O)Cc3ccccc3)o2)c1	/	/	/	1.4%	i	42	/	/	-1.9%	-0.1%
Cc1cc2cccc(C)c2nc1SCC(=O)N(C)c1nc(-c2ccccc2)cs1	0%	-2%	1.1	0.3%	i	16	-2%	-12%	3.2%	-0.1%

Some entries already given, reduced to T cell modulator vesicle-bound %.
Molecule,T cell modulator vesicle-bound %
N#CCCN(CCC#N)C(=O)c1ccc2c(c1)OCO2,37
O=C(Cc1cccc(C(F)(F)F)c1)NCc1ccc(Cl)cc1Cl,45

(next part)
SMILES	PMI inhibitors	P. falciparum M1AAP	TNAP activation fold	West Nile virus CPE	T cell modulator	T cell modulator vesicle-bound %	PMI inhibition	P. falciparum M17LAP	RSV antiviral HEp-2	UTI89 phage lysis
CCC(CO)NCc1ccc(OCC(=O)Nc2cccc(C(F)(F)F)c2)c(OC)c1 (stereo not drawn)	-5%	-4%	1	-0.1%	i	20	-1%	2%	-0.2%	2.2%[50 µM]
COc1cccc(C(=O)CN2CCN(S(=O)(=O)c3cccc([N+](=O)[O-])c3)CC2)c1	-5%	2%	1.4	-0.4%	i	60	-4%	2%	1.5%	0.2%
COc1ccc(NC(=O)CCS(=O)(=O)c2ccc3c(c2)CCCN3C(C)=O)cc1Cl	4%	0%	1.2	-0.7%	i	26	4%	4%	1.1%	0.8%
O=C(Nc1cccc2ncccc12)c1ccccc1F	/	/	/	-0.3%	i	45	/	/	0.3%	0.0%
COc1cc(Oc2nc(C(F)(F)F)nc3ccccc23)ccc1C=O	/	/	/	-1.0%	i	34	/	/	0.6%	0.3%
Cc1ccc(NC(=O)c2ccccc2NC(=O)c2cccnc2)cc1	/	/	/	-0.8%	i	46	/	/	1.2%	-0.9%
CCOC(=O)Cn1nc(C)c(NC(=O)c2ccc([N+](=O)[O-])c(C)c2)c1C	2%	-10%	1.1	0.4%	i	54	3%	5%	1.8%	-0.2%
COC(=O)c1ccc(-n2nnnc2SCc2ccccc2OC)cc1	12%	4%	1.1	0.3%	i	23	13%	0%	7.8%	0.2%
Oc1ccc(-c2n[nH]c(=S)n2Cc2ccco2)cc1	-2%	0%	0.8	0.0%	i	13	-1%	-6%	1.1%	0.8%
CCN(CC)CCN(Cc1cc2cc3c(cc2[nH]c1=O)OCCO3)C(=S)NCCCOC	/	/	/	-0.6%	i	10	/	/	-1.0%	0.1%
O=C(O)c1ccccc1Sc1ncnc2sc3c(c12)CCC3	-25%	11%	1	0.8%	i	54	-12%	54%	4.9%	0.2%
CN1C(=O)c2cccc(NCCCN3C(=O)c4ccccc4C3=O)c2C1=O	23%	7%	1.1	0.4%	i	20	14%	7%	0.0%	0.2%
c1cn2c(Nc3ccc4c(c3)OCCO4)c(-c3ccc(N4CCOCC4)cc3)nc2cn1	/	5%	/	-0.1%	i	19	/	-2%	-0.2%	-0.1%
Cc1ccc(-n2nnnc2SCC(=O)Nc2ccccc2-c2ccccc2)cc1C	5%	-2%	1.1	-1.7%	i	42	-5%	6%	?	0.4%[50 µM]
Cc1nnc(SCc2cc(=O)[nH]c(/N=C(\N)Nc3ccccc3)n2)s1	/	1%	/	0.0%	i	44	/	3%	-1.4%	1.3%[50 µM]
Cc1ccc(N(Cc2ccc(C(=O)Nc3ccccc3C(=O)NCc3ccco3)cc2)S(C)(=O)=O)cc1C	4%	10%	1.1	1.1%	/	/	3%	20%	-0.8%	?
O=C(CSc1nc2[nH]ncc2c(=O)n1-c1ccccc1)NCc1cccs1	-11%	9%	1.2	0.6%	i	8	-9%	1%	0.4%	-0.4%
O=C(NCC(c1cccs1)N1CCOCC1)c1cccnc1 (stereo not drawn)	/	/	/	-0.2%	i	64	/	/	0.9%	1.8%[50 µM]
CCc1cc(C(=O)N2CCN(c3ncc(C(F)(F)F)cc3Cl)CC2)sc1C	/	/	/	-1.3%	i	17	/	/	9.0%	-0.1%
CNC(=S)N/N=C/c1ccc(-c2cccc(C(=O)O)c2)o1	/	13%	/	-0.1%	i	33	/	13%	0.8%	0.3%
O=C(O)C1CCCN1c1nc(C(F)(F)F)nc2ccccc12 (stereo not drawn)	0%	2%	1.1	0.2%	i	66	3%	5%	-1.0%	0.3%
O=C(CCC1CCCN(C2C3CC4CC(C3)CC2C4)C1)NCc1ccc(F)c(F)c1 (stereo not drawn)	7%	2%	1.1	-1.1%	i	30	13%	4%	5.3%	0.2%
CCS(=O)(=O)NC(C)C(c1cccs1)N1CCN(c2ccc(OC)cc2)CC1 (stereo not drawn)	14%	11%	1.1	-0.2%	i	21	16%	8%	0.7%	8.5%
O=C(CCl)NCCCN(C(=O)C(Cl)Cl)c1ccc([N+](=O)[O-])cc1	/	3%	/	0.3%	i	43	/	-2%	/	0.3%
Cc1ccc2[nH]c(=O)c(-c3nc4c(C)cccn4c3NCc3ccco3)cc2c1	38%	?	1.1	-0.2%	i	26	55%*	-2%	0.6%	0.2%

The list continues:
SMILES	PMI inhibitors	P. falciparum M1AAP	TNAP activation fold	West Nile virus CPE	T cell modulator	T cell modulator vesicle-bound %	PMI inhibition	P. falciparum M17LAP	RSV antiviral HEp-2	UTI89 phage lysis
CCOC(=O)C1(Cc2ccccc2)CCN(Cc2ccc3cc(NC(C)=O)ccc3n2)CC1	13%	0%	1.1	-0.7%	i	54	13%	0%	-0.8%	-1.1%
CCOC(=O)Cc1csc(NC(=S)NC(=O)c2ccc(F)cc2)n1	8%	8%	0.8	/	i	22	7%	-12%	1.0%	-0.2%[50 µM]
CCOC(=O)C(C)N1CC(=O)N(c2ccccc2)C1=O (stereo not drawn)	/	/	/	0.4%	i	56	/	/	1.1%	0.3%
Cn1c(=O)c2c(ncn2Cc2cc(-c3ccccc3)no2)n(C)c1=O	4%	3%	1.1	-0.4%	i	10	1%	4%	0.2%	0.0%
C/C(=N\Nc1nc(C)cc(-c2ccccc2)n1)c1ccc(F)cc1	/	/	/	-1.6%	i	54	/	/	0.0%	0.5%
O=C(CN1C(=O)COc2ccccc21)NCCCN1CCc2ccccc2C1	19%	2%	1.1	-0.7%	i	10	19%	-1%	-1.9%	0.7%
Cc1nnc2n(-c3ccccc3)c(=O)c3c4c(sc3n12)COC(C(C)C)C4 (stereo not drawn)	-1%	6%	1.1	0.0%	i	32	-3%	13%	4.0%	-0.6%

Screens: PubChem BioAssay, several laboratories
